# JMJD2A Tudor – blocks the human JMJD2A Tudor domain; 4.4% of 390,000 active; AlphaScreen JMJD2A-Tudor / H3K4me3 peptide binding; O75164; Potency, µM (top dose mostly 114 µM), for inactives: at the top dose activity change, negative = inhibition, usual class: inhibitors; AID 504339; also: % is scaled to controls: 0 for no effect and ±100 for the full control effect; nearly all actives have a fitted effect of over 50% in size
# BAZ2B block – blocks human BAZ2B | Q9UIF8 | AlphaScreen BAZ2B-H3K14Ac peptide displacement | Potency, µM (top dose mostly 114 µM), inactives show top-dose activity change, negative = inhibition, most hits filed as inhibitors | 4.4% of 360,000 active | AID 504333; also: % is scaled to controls: 0 for no effect and ±100 for the full control effect; nearly all actives have a fitted effect of over 60% in size
#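 In this displacement format the biotinylated H3(5-23) peptide acetylated at Lys14 serves as ligand at 50 nM, with BAZ2B at 50 nM in PBS pH 7.4 containing 0.01% Tween-20. Donor and acceptor beads are 10 ug/mL final.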
# BLM inh – Bloom syndrome helicase (human) inhibition. P54132. recombinant BLM DNA unwinding, fluorescence dequenching. Potency, µM (doses to about 56.1 µM), for the others: at the highest dose activity change, negative = inhibition, actives largely listed as inhibitors. 0.2% of 350,000 active. AID 2528;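 also: plate controls were vehicle for no effect and no enzyme for full effect; nearly all actives have a fitted effect of over 35% in size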
# Pol eta inh – DNA polymerase eta (human) inhibition. Potency, µM (titrated, usually from 114 µM), inactives show at the top dose activity change, negative = inhibition, usual class: inhibitors. Q9Y253. recombinant Pol eta, fluorescent DNA replication assay. 1.2% of 390,000 active; also: % is scaled to controls: 0 for no effect and ±100 for the full control effect
# Target sequence (Q9Y253 whole entry, looked up): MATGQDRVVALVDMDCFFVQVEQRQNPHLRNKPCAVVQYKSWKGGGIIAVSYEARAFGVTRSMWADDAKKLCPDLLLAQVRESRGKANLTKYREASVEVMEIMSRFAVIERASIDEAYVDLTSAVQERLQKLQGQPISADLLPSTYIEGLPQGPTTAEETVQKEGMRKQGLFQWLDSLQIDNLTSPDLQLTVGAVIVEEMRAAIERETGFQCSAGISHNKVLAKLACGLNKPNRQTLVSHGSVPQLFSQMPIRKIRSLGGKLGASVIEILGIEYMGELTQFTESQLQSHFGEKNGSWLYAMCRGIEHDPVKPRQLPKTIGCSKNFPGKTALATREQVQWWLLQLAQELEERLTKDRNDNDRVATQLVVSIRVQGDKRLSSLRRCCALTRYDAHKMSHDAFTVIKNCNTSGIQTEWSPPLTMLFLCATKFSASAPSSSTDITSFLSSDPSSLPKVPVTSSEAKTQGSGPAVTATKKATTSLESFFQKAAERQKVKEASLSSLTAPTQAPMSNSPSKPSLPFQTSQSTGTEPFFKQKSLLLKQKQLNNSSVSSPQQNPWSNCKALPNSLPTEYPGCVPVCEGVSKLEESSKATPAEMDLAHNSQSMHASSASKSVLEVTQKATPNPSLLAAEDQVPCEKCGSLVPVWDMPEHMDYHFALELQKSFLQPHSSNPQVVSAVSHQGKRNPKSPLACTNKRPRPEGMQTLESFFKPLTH
#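 Fluorescent replication assay: 50 nM final substrate added after a 15 min room-temperature compound preincubation with 10 nM enzyme. Signal taken at 0 min and again at 10 min.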
# APE1 inh – inhibitors of human APE1 endonuclease. P27695. recombinant APE1, TAMRA/BHQ-2 abasic DNA cleavage fluorescence. Potency, µM (top dose mostly 65.8 µM), for the others: top-dose activity change, negative = inhibition, most hits filed as inhibitors. 0.35% of 350,000 active;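 also: plate controls were vehicle for no effect and reference inhibitor for full effect; nearly all actives have a fitted effect of over 55% in size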
#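 0.75 nM APE1 + cpd, 15 min RT; start w/ 50 nM TAMRA/BHQ-2 THF-abasic dsDNA; kinetic fluor 525/598 nm ×3 reads @60 s; Δ(read3−read1); normalized to DMSO and NSC13755 control wells.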
# POLK inh – DNA polymerase kappa (human) inhibition; Q9UBT6; purified Pol kappa, fluorescent DNA synthesis assay, 10 min; Potency, µM (top dose mostly 107 µM), for the others: top-dose activity, negative = inhibition, most hits filed as inhibitors; 0.53% of 400,000 active; also: % is scaled to controls: 0 for no effect and ±100 for the full control effect
#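 50 nM final substrate added after 15 min RT preincubation of 10 nM Pol kappa with compound; fluorescence read at 0 and 10 min.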
# G9a inh – G9a (human) methyltransferase inhibition. Potency, µM (series often up to 102 µM), for inactives: top-dose activity, negative = inhibition, hits mostly inhibitors. Q96KQ7. 8.8% of 350,000 active. G9a H3K9 monomethylation, AlphaScreen, 2 h; also: % is scaled to controls: 0 for no effect and ±100 for the full control effect; nearly all actives have a fitted effect of over 75% in size
#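 Readings reflect AlphaScreen signal from monomethyl-H3K9 antibody detection. HMT at 20 nM; substrate b-H3K9 500 nM; cofactor SAM 20 uM; 2 h RT reaction; compounds tested as titrations in qHTS with 15 min preincubation.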
# Pol iota inh – inhibitors of human DNA polymerase iota; Q9UNA4; 1% of 390,000 active; Pol iota fluorescent replication assay, 10 min; Potency, µM (top dose mostly 115 µM), without a hit: at the highest dose activity, negative = inhibition, hits mostly inhibitors
#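 Pol iota at 10 nM preincubated 15 min with compounds at room temperature; reaction started with fluorescent substrate, 50 nM final. Fluorescence read kinetically at 0 and 10 min; buffer-only wells as negative control.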
# POLB inh – inhibitors of human DNA polymerase beta. AID 485314. P06746. Pol beta primer extension/strand displacement, fluorescence kinetic. Potency, µM (top dose mostly 114 µM), inactives show at the top dose activity change, negative = inhibition, usual class: inhibitors. 1.3% of 340,000 active; also: % is scaled to controls: 0 for no effect and ±100 for the full control effect
#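 Pol beta (10 nM) was preincubated with compound for 15 min at room temperature. The reaction was then started with 50 nM substrate and read immediately and after a further 10 min at room temperature.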
# * = called active by the depositor; ? = inconclusive; . = no result given; [ ] = dose if it differs, or a comment. Calls follow the shape of the dose curve; as a rule, active = well fitted curve in the direction sought with a large enough effect; inconclusive = small, poorly fitted or top-dose-only effect, or another doubt; inactive = no such curve, though single readings can be large; an effect the other way counts as inactive or inconclusive. Potency is read from the fitted curve at half-maximal effect.
[1] Cc1cc(=O)oc(C)c1C(=O)NCCC1=CCCCC1
[2] COc1ccccc1COC(=O)c1cccc(S(=O)(=O)N2CCCC2)c1
[3] Cc1cc(NC(=O)Cn2cnc3sc(C)c(C)c3c2=O)no1
[4] COc1ccc(N2CC(C(=O)Nc3ccccc3C(=O)NCc3ccco3)CC2=O)cc1 (stereo unspecified)
[5] CCOC(=O)C1CCCN(C(=O)CCCn2c(=O)c3cccn3c3cccnc32)C1 (stereo unspecified)
[6] COc1ccc(CCC(=O)Nc2sc(C(=O)N(C)C)c(C)c2C#N)cc1
assay / compound,1,2,3,4,5,6
JMJD2A Tudor,-8%,37%[activator],0%,-8%,-4%,-16%
BAZ2B block,1%,35%[activator],.,-4%,-12%,-20%
BLM inh,-1%,.,.,-5%,3%,-1%
Pol eta inh,-3%,-23%,-6%,11%,-11%,-10%
APE1 inh,-4%,16%,57%[activator],-7%,-6%,18%
POLK inh,-13%,-4%,-9%,-2%,-5%,-4%
G9a inh,18%[12.7 µM],31%,.,-1%[12.7 µM],.,-20%
Pol iota inh,15%,-27%,-3%,6%,-11%,1%
POLB inh,16%,.,.,-27%,13%,-2%

[7] O=C(NC1CCC(NC(=O)C2CCCO2)CC1)C1CCCO1 (stereo unspecified)
[8] Cc1sc2nc(SCC(=O)NCc3ccco3)n(Cc3ccccc3)c(=O)c2c1C
[9] Cc1ccc(C(=O)Nc2ccc3ccccc3c2)cc1
[10] O=S(=O)(/N=C(\Nc1ccc(F)cc1)C(F)(F)F)c1ccccc1
[11] COc1cc2c(cc1OC)C(COc1ccc([N+](=O)[O-])cc1)N(C(C)=O)CC2 (stereo unspecified)
[12] Cc1ccc(NC(=O)C(CC(C)C)NS(=O)(=O)c2ccc3c(c2)oc(=O)n3C)c(C)c1 (stereo unspecified)
assay / compound,7,8,9,10,11,12
JMJD2A Tudor,.,-15%,-2%,?,1%,-10%
BAZ2B block,-8%,17%,-1%,?,-6%,-16%
BLM inh,1%,-1%,-7%,5%,-4%,-6%
Pol eta inh,.,2%,-13%,11%,-21%,1%
APE1 inh,-2%,-1%,-2%,12%,-23%,.
POLK inh,.,-6%,0%,-11%,3%,2%
G9a inh,9%[59 µM],50µM*,9%,.,0%,-18%[59 µM]
Pol iota inh,.,8%,33%,2%,10%,-13%
POLB inh,1%,-14%,29%,9%,-23%,49%

[13] Cc1cccc(C(=O)NCC(c2cccs2)N2CCOCC2)c1 (stereo unspecified)
[14] Cc1cc(=O)[nH]c(SCc2cccc(Br)c2)n1
[15] CC(C)(C)OC(=O)c1c(N)n(CCCN2CCCC2=O)c2nc3ccccc3nc12
[16] CCC/C(O)=C1\C(=O)CC(c2ccccc2)CC1=NCCc1c(C)[nH]c2ccccc12 (stereo unspecified)
[17] COc1ccc2sc(-c3ccc(S(C)(=O)=O)cc3)c(C#CCO)c2c1
[18] Cc1ccc(C2=NN(CC(=O)NCc3cccs3)C(=O)CC2)cc1
assay / compound,13,14,15,16,17,18
JMJD2A Tudor,-3%,-31%,25%,-26%,-14%,-13%
BAZ2B block,10%,13%,13%,-35%,.,-12%
BLM inh,.,4%,-4%,-11%,.,-1%
Pol eta inh,-23%,-7%,-11%,-22%,5%,-6%
APE1 inh,23%,1%,20%,?,-17%,11%
POLK inh,-4%,-6%,-1%,0%,-19%,7%
G9a inh,7.9µM*,?,0%,-45%,.,5%
Pol iota inh,-4%,-2%,20%,-9%,6%,42%
POLB inh,.,-4%,-5%,-8%,.,5%

[19] COc1ccc(OCC(=O)N2CCN(C(=O)c3cccc(OC)c3)CC2)cc1
[20] C=CCn1c(COc2ccc(F)cc2)nnc1SCC(=O)c1c[nH]c2c(CC)cccc12
[21] CCCC(=O)NC(NC1CCS(=O)(=O)C1)C(Cl)(Cl)Cl (stereo unspecified)
[22] Cc1ccc(S(=O)(=O)C(CNC(=O)C(=O)NCc2ccc(Cl)cc2)c2ccco2)cc1 (stereo unspecified)
[23] Cc1ccc(S(=O)(=O)N(C)C)cc1NC(=O)COc1ccccc1C(=O)Nc1ccccc1
[24] O=S(=O)(c1ccccc1)N1CCC(c2ccccc2)CC1
assay / compound,19,20,21,22,23,24
JMJD2A Tudor,0%,-1%,-16%[11.4 µM],-21%,-23%,43%[activator]
BAZ2B block,-17%,6%,-4%,-1%,-19%,30%
BLM inh,-1%,-3%,-9%,3%,.,.
Pol eta inh,-10%,-4%,-1%,0%,-19%,-12%
APE1 inh,.,-5%,7%,.,-7%,26%
POLK inh,7%,-4%,-10%,-7%[60.1 µM],-18%,6%
G9a inh,4%[59 µM],25%,.,4%[59 µM],3%[2.33 µM],1%[2.33 µM]
Pol iota inh,9%,2%,90%[activator],20%,-15%,-13%
POLB inh,10%,-11%,33%,0%,.,.

# Of the compounds above, six contain an aryl methoxy group.
[2] COc1ccccc1COC(=O)c1cccc(S(=O)(=O)N2CCCC2)c1
[4] COc1ccc(N2CC(C(=O)Nc3ccccc3C(=O)NCc3ccco3)CC2=O)cc1 (stereo unspecified)
[6] COc1ccc(CCC(=O)Nc2sc(C(=O)N(C)C)c(C)c2C#N)cc1
[11] COc1cc2c(cc1OC)C(COc1ccc([N+](=O)[O-])cc1)N(C(C)=O)CC2 (stereo unspecified)
[17] COc1ccc2sc(-c3ccc(S(C)(=O)=O)cc3)c(C#CCO)c2c1
[19] COc1ccc(OCC(=O)N2CCN(C(=O)c3cccc(OC)c3)CC2)cc1
assay / compound,2,4,6,11,17,19
JMJD2A Tudor,37%[activator],-8%,-16%,1%,-14%,0%
BAZ2B block,35%[activator],-4%,-20%,-6%,.,-17%
BLM inh,.,-5%,-1%,-4%,.,-1%
Pol eta inh,-23%,11%,-10%,-21%,5%,-10%
APE1 inh,16%,-7%,18%,-23%,-17%,.
POLK inh,-4%,-2%,-4%,3%,-19%,7%
G9a inh,31%,-1%[12.7 µM],-20%,0%,.,4%[59 µM]
Pol iota inh,-27%,6%,1%,10%,6%,9%
POLB inh,.,-27%,-2%,-23%,.,10%

# Source: PubChem BioAssay (National Center for Advancing Translational Sciences (NCATS))

# An excerpt; the hit share may differ from the screen's.
